# Insulin prom inh – TRM-6 insulin promoter activity inhibition. TRM-6 cells (human fetal islet line), insulin promoter-eGFP reporter, imaging; reporter expression induced with tamoxifen. actives 0.9% (n = 130,000). inhibition, % at 2 µM. AID 1273;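 active = inhibition above the mean plus 3 SD, with well images judged a real hit on visual review, cut at about 60% in these data, passing the limit was not always enough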
# sdo1 growth – restores growth of sdo1-depleted yeast; S. cerevisiae sdo1-depleted JHY4D growth rescue, OD600 30 h; active compounds read high; pdr5 snq2 efflux-pump mutant strain; z-score at 10 µM; actives 0.21% (n = 140,000);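 active = z-score above 3 at both the 24 hr and the 30 hr optical density reads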;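 note: z-score against mean and SD of all compound wells on the same plate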
# sdo1 growth Rescue 24 h – further read-out of sdo1 growth, marked with its call; z-score; S. cerevisiae sdo1-depleted JHY4D growth rescue, OD600; measured here: growth rescue at 24 h;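 0 is the plate mean of compound wells and units are plate SD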
# The depositor's hits bear a star; nt = not tested or not shown. Not all compounds are listed; the hit share may differ from the screen's.
# Start of the data: the first 20 entries as a preview:
no.	Insulin prom inh	sdo1 growth	sdo1 growth Rescue 24 h	molecule
1	nt	-0.95	-0.76	C(=N\Nc1nc2ccccc2s1)/c1ccco1
2	24	0.64	0.29	CS(=O)(=O)N(CC(=O)N1CCOCC1)Cc1ccccc1
3	-33	-1.3	-0.84	O=C1c2ccccc2S(=O)(=O)N1Cc1nnc(-c2ccccc2Br)o1
4	-13	-0.8	0.45	NC(=O)c1ccc(C23CC4CC(CC(C4)C2)C3)o1
5	-62	nt	nt	O=c1cc(N2CCCCC2)c(-c2ccccc2)nn1Cc1ccccc1
6	0	0.14	-1.2	Cc1cccc(NC(c2ccc(O)cc2)c2ccc3ccc(C)nc3c2O)n1 (stereo not drawn)
7	46	0.55	0.12	O=C1CC(N2CCN(Cc3ccc4c(c3)OCO4)CC2)C(=O)N1c1ccccc1 (stereo not drawn)
8	35	nt	nt	O=C(COc1cc(Cl)c(Cl)cc1Cl)N1CCN(c2ccccn2)CC1
9	21	nt	nt	COc1ccc(/C=C/C(=O)NC(=S)Nc2ccc(S(=O)(=O)Nc3cc(OC)ncn3)cc2)cc1
10	nt	-0.01	0.01	CC(=O)Nc1ccc(Nc2nc(C)nc3c2oc2ccccc23)cc1
11	-52	1.3	1.5	COc1ccc(NC(=O)CCNS(=O)(=O)c2ccc3c(c2)CCC(=O)N3)cc1
12	40	nt	nt	CCCCOC(=O)c1cc(=O)[nH]c(=O)[nH]1
13	-19	-0.68	-0.22	Cc1csc(SCC(=O)Nc2nc3ccccc3s2)n1
14	-39	1.1	0.98	COc1ccc(CCNC(=O)CSc2nnc(CNC(=O)c3ccccc3F)o2)cc1OC
15	40	-0.86	-0.4	O=C(Cc1c(O)c2ccccc2[nH]c1=O)N(Cc1ccccc1)Cc1ccccc1
16	nt	-0.49	-0.45	COc1ccc(CCc2nc(-c3ccc(-n4cccc4)cc3)no2)cc1
17	nt	-0.91	-1.3	CC(C)NC(=O)CSc1nc2ccccc2c(=O)n1CCCOC(C)C
18	-6	0.22	0.38	C=CCc1cccc2cc(C(=O)NC(C)(C)C)c(=O)oc12
19	-241	nt	nt	CCCCS(=O)(=O)NC1=NCN(CCOC(=O)c2ccccc2)CN1
20	-28	0.28	0.36	Cc1ccc(S(=O)(=O)NCCC(c2ccc(F)cc2)c2ccco2)cc1 (stereo not drawn)

# All compounds of this part (from the top)
no.	Insulin prom inh	sdo1 growth	sdo1 growth Rescue 24 h	molecule
1	nt	-0.95	-0.76	C(=N\Nc1nc2ccccc2s1)/c1ccco1
2	24	0.64	0.29	CS(=O)(=O)N(CC(=O)N1CCOCC1)Cc1ccccc1
3	-33	-1.3	-0.84	O=C1c2ccccc2S(=O)(=O)N1Cc1nnc(-c2ccccc2Br)o1
4	-13	-0.8	0.45	NC(=O)c1ccc(C23CC4CC(CC(C4)C2)C3)o1
5	-62	nt	nt	O=c1cc(N2CCCCC2)c(-c2ccccc2)nn1Cc1ccccc1
6	0	0.14	-1.2	Cc1cccc(NC(c2ccc(O)cc2)c2ccc3ccc(C)nc3c2O)n1 (stereo not drawn)
7	46	0.55	0.12	O=C1CC(N2CCN(Cc3ccc4c(c3)OCO4)CC2)C(=O)N1c1ccccc1 (stereo not drawn)
8	35	nt	nt	O=C(COc1cc(Cl)c(Cl)cc1Cl)N1CCN(c2ccccn2)CC1
9	21	nt	nt	COc1ccc(/C=C/C(=O)NC(=S)Nc2ccc(S(=O)(=O)Nc3cc(OC)ncn3)cc2)cc1
10	nt	-0.01	0.01	CC(=O)Nc1ccc(Nc2nc(C)nc3c2oc2ccccc23)cc1
11	-52	1.3	1.5	COc1ccc(NC(=O)CCNS(=O)(=O)c2ccc3c(c2)CCC(=O)N3)cc1
12	40	nt	nt	CCCCOC(=O)c1cc(=O)[nH]c(=O)[nH]1
13	-19	-0.68	-0.22	Cc1csc(SCC(=O)Nc2nc3ccccc3s2)n1
14	-39	1.1	0.98	COc1ccc(CCNC(=O)CSc2nnc(CNC(=O)c3ccccc3F)o2)cc1OC
15	40	-0.86	-0.4	O=C(Cc1c(O)c2ccccc2[nH]c1=O)N(Cc1ccccc1)Cc1ccccc1
16	nt	-0.49	-0.45	COc1ccc(CCc2nc(-c3ccc(-n4cccc4)cc3)no2)cc1
17	nt	-0.91	-1.3	CC(C)NC(=O)CSc1nc2ccccc2c(=O)n1CCCOC(C)C
18	-6	0.22	0.38	C=CCc1cccc2cc(C(=O)NC(C)(C)C)c(=O)oc12
19	-241	nt	nt	CCCCS(=O)(=O)NC1=NCN(CCOC(=O)c2ccccc2)CN1
20	-28	0.28	0.36	Cc1ccc(S(=O)(=O)NCCC(c2ccc(F)cc2)c2ccco2)cc1 (stereo not drawn)
21	-50	nt	nt	COc1ccc(NC(=S)N(CCCN2CCOCC2)C(C)c2cc3cccc(OC)c3o2)cc1 (stereo not drawn)
22	-32	-0.41	-0.69	CCOC(=O)c1c(NC(=O)CSc2nc3c(c(=O)n(C)c(=O)n3C)n2C(C)C)sc(C)c1C
23	-343	-1.9	-0.72	CCC1CCc2c(sc(NC(=O)c3ccco3)c2C(N)=O)C1 (stereo not drawn)
24	52	-0.59	-0.88	COc1ccc(CCCC(=O)N/N=C/c2cccc(OC)c2O)cc1C
25	-37	1.1	2	Cc1c(NS(=O)(=O)c2ccc(N(C)C3CCCCC3)c([N+](=O)[O-])c2)c(=O)n(-c2ccccc2)n1C
26	nt	0.52	-0.12	Cc1ccccc1SCC(=O)NC1CCOC1=O (stereo not drawn)
27	-90	-0.67	-0.64	Cc1cccc(-n2c(C)cc(/C=N/O)c2C)c1
28	-25	0.14	-0.29	CCCC(C)C(=O)Nc1ccc(C(N)=O)cc1 (stereo not drawn)
29	nt	1.4	1.5	O=C1CC(=O)C(n2cncn2)C(c2ccc(Cl)cc2Cl)C1 (stereo not drawn)
30	-8	0.71	0.38	C=CCNC(=S)Nc1sc2c(c1C(=O)OCC)CCN(C(=O)OCC)C2
31	nt	0.84	0.97	O=[N+]([O-])c1ccc2nc(SCc3cn4ccccc4n3)[nH]c2c1
32	31	-1.3	-0.61	Cc1cccc(-c2nc3c(c(SCC(=O)N4CCOCC4)n2)CCCC3)c1
33	nt	0.96	0.55	CC(=O)N/C(=C/c1ccccc1)C(=O)NCCO
34	nt	1.3	0.98	O=C(CCSCCC(=O)NCc1ccco1)NCc1ccco1
35	nt	-1.3	-1.2	COc1ccc(N2CC(O)=C(c3nc4ccccc4s3)C2=N)cc1
36	69	0.07	-0.82	O=C(NCCC1=CCCCC1)C1CCN(S(=O)(=O)c2cnc[nH]2)CC1
37	52	-0.94	-1.2	O=C(CNC(=O)C1CCCCC1)Nc1cc(Cl)cc(Cl)c1
38	nt	0.13	-0.09	Nc1c([N+](=O)[O-])cnnc1-c1ccccc1
39	nt	1.1	0.52	c1cnn(-c2nc(N3CCOCC3)nc(N3CCOCC3)n2)c1
40	0	-0.54	-0.83	COc1ccc(/C=N/NC(=O)C(=O)Nc2ccccn2)cc1OC
41	-43	-0.4	0.13	c1ccc(OCc2nc3c4c(ncn3n2)-c2ccccc2CC42CCCC2)cc1
42	-45	-1.6	-1.3	CON/C=C(\C=Nc1ccc(F)cc1)c1ncc(C(F)(F)F)cc1Cl
43	25	1	0.84	CC(NC(=O)c1ccc(NS(C)(=O)=O)cc1)c1ccccc1 (stereo not drawn)
44	-25	-1.3	-0.87	Cc1ccc(C(=O)Nc2ncc3c(Cl)cccc3n2)cc1
45	14	0.53	0.19	O=C(CSc1nnc(NC(=O)C2CCC2)s1)Nc1ccc(N2CCOCC2)cc1
46	-17	0.08	-0.25	Nc1nnc(SCc2cc3c(cc2Cl)OCO3)s1
47	29	-0.89	-1.3	O=C(NCc1ccccc1)c1ccc(-c2ccccc2C(F)(F)F)o1
48	-45	2.5	2.1	O=C(NCCCN1CCCC1=O)c1ccc2c(c1)ncn2C1CCCCC1
49	-45	2.2	2.5	O=C(NNS(=O)(=O)c1ccc(F)c(Cl)c1)c1cccc(S(=O)(=O)N2CCOCC2)c1
50	-23	-0.87	-0.84	CCN(CC)c1ccc(/C=N/OC(C)C(=O)Nc2ccc(C)cc2)cc1 (stereo not drawn)
51	nt	1.4	1.5	Cc1ncc([N+](=O)[O-])n1CCOC(=O)Nc1ccc([N+](=O)[O-])cc1
52	-23	-0.42	0.2	C=C(C)C1CC=C(C)/C(=N/NC(=O)c2cccc([N+](=O)[O-])c2)C1 (stereo not drawn)
53	-35	nt	nt	CCc1nnc(N/N=C/c2c(C)[nH]c3ccccc23)n1N
54	nt	0.5	0.67	N#C/C(=C(/O)COC(=O)CCCNC(=O)c1ccc(Cl)cc1)c1nc2ccccc2[nH]1
55	8	-0.11	0.43	Cc1ccc(-n2c(C)cc(C(=O)COC(=O)C3=NNC(=O)CC3)c2C)cc1
56	-12	-0.28	-0.04	Cc1cc(C)cc(N2CC(C(=O)O)CC2=O)c1 (stereo not drawn)
57	nt	0.1	-0.17	Cc1ncc(CO)c2cc(C(N)=O)c(=Nc3ccccc3)oc12
58	-267	nt	nt	O=C1CCCC(=O)N1c1ccc(O)cc1

# Screening data deposited in PubChem BioAssay by several laboratories.
